Screening results (PubChem)
FUS suppressor: suppressors of FUS proteinopathy in yeast; AID 1347120; S. cerevisiae FUS-expressing, growth rescue, OD600, 24 h; Potency, µM (titrated, usually from 76.6 µM), without a hit: at the top dose growth rescue (activation), usual class: activators; hit rate 0.24% among 390,000;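 note: potency is the fitted concentration of half-maximal effect; plate controls were DMSO vehicle for no effect and reference control for full effect; nearly all actives have a fitted effect of over 55% in size; some results filed as inactive show a strong effect at the top dose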
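FUS-expressing yeast, raffinose-pregrown, induced in 2% galactose minimal medium at OD 0.005; compounds in a dilution series, 24hr at 30C. Growth restoration read as absorbance at 600 nm. CP55940 positive control, DMSO negative.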
TDP-43 yeast inh: inhibitors of TDP-43 toxicity in yeast | Potency, µM (series often up to 46.1 µM), without a hit: at the highest dose growth rescue (activation), usual class: activators | AID 652104 | TDP-43 expressing yeast growth rescue, BacTiter-Glo, 24 h | hit rate 1.8% among 410,000; note: potency is the fitted concentration of half-maximal effect; % of control where 0% means no effect; nearly all actives have a fitted effect of over 50% in size
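Galactose-induced TDP-43 yeast, OD600=0.02, compound pinned; 24 hr, 30 deg C; BacTiter-Glo luminescence for growth. Inhibitors of TDP-43 toxicity read as activators.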
GLP-1R agonist: agonists of human GLP-1 receptor | P43220 | HEK293 GLP-1R CRE-luciferase, luminescence, 4-6 h; cells express a hypersensitive GLP-1R form | Potency, µM (top dose mostly 45.6 µM), for the others: top-dose activation, hits mostly activators | hit rate 0.007% among 380,000 | AID 624172; note: potency is the fitted concentration of half-maximal effect; % of control where 0% means no effect
Target sequence (P43220 whole entry, looked up): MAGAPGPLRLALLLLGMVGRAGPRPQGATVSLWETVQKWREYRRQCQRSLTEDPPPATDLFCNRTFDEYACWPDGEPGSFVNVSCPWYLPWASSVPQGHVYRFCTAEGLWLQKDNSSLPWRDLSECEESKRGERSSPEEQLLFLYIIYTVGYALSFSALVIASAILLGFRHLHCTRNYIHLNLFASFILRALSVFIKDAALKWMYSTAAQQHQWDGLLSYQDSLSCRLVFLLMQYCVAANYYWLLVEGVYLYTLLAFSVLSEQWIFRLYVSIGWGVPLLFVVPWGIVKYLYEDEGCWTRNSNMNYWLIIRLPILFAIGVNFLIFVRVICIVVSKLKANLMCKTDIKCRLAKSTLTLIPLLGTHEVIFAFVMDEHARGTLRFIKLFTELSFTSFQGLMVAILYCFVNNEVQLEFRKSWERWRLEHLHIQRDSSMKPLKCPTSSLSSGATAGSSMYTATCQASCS
PTHR1 ag: PTHR1 (human) receptor agonism; HEK293 GP2 PTHR1 cells, GloSensor cAMP luminescence, 1 h; Potency, µM (highest dose often 115 µM), without a hit: top-dose activation, actives largely listed as activators; hit rate 0.075% among 410,000; AID 743266; note: potency is the fitted concentration of half-maximal effect; nearly all actives have a fitted effect of over 55% in size; some results filed as inactive show a strong effect at the top dose; inactives centre near -15; many of its hits are not listed in these tables
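HEK-293-derived GP2 cells expressing PTHR1 and a GloSensor cAMP reporter, 3,000/well, plated overnight, given luciferin plus IBMX (each 0.5 mM as added) for 1 h at 37 °C, then compound for 1 h at 37 °C. Luminescence was read after 15 min at room temperature.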
Akt phos inh: inhibitors of Akt phosphorylation; hit rate 0.32% among 360,000; Neuro2A IGF-stimulated pAkt S473 HTRF, 20 min; active compounds read low; activity change, % for hits at 50 µM; in the data active = activity change below about -80%; inconclusive = mostly about -51% to -80%; note: % is set by controls: 0 for no effect and ±100 for the full control effect
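Neuro2A cells (4,500/well, DMEM with 0.5% FBS) were treated with compound at a single 50 µM final concentration, stimulated with 6 nM IGF for 20 min at 37 °C, and lysed. Phospho-Akt Ser473 was read by HTRF as 665/615 ratio ×10^4.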
Abeta rescue: restores growth of yeast expressing A-beta42 peptide; Potency, µM (highest dose often 46.1 µM), for the others: at the highest dose growth rescue, hits mostly activators; hit rate 0.063% among 410,000; AID 1347071; yeast expressing A-beta42, growth rescue, OD600, 48 h; response scale: 0% DMSO, 100% iron-clioquinol control; note: potency is the fitted concentration of half-maximal effect; nearly all actives have a fitted effect of over 55% in size
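Yeast growth medium received pinned compounds, then yeast cells expressing toxic A-beta were added; plates incubated at 30 C for 48 hr. Growth read as absorbance at 600 nm, normalized to DMSO and equimolar FeCl3 plus clioquinol controls.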
D3 antag: D3 dopamine receptor (human) antagonism; P35462; D3R cells, DiscoveRx beta-arrestin luminescence, antagonist mode; active compounds read low; max response, negative = inhibition, %; hit rate 2.5% among 360,000; AID 652054; in the data active = max response below about -50%; inconclusive = no clear call, values can overlap the other calls; note: % is set by controls: 0 for no effect and ±100 for the full control effect; mostly tested at two doses, the higher about 12 µM
Target sequence (P35462 whole entry, looked up): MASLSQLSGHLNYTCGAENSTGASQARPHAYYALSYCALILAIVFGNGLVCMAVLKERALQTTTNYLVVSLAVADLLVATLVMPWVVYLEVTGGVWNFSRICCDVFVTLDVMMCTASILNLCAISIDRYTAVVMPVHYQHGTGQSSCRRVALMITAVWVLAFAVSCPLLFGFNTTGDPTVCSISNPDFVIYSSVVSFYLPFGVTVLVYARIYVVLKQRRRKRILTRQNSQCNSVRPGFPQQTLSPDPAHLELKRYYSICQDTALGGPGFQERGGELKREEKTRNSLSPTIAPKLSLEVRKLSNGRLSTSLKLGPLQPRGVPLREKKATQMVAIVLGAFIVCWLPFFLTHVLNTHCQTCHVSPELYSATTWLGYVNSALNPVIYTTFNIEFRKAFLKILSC
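Cells plated overnight at 1500 cells/well, then exposed to library compounds with dopamine controls for 90 minutes at 37 degrees C. DiscoveRx reagent added for 30–60 minutes at room temperature; luminescence read, quantitative HTS format.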
GLP1R inv ag: GLP-1 receptor (human) inverse agonism; Potency, µM (series often up to 38.3 µM), for inactives: at the highest dose activity change, negative = inhibition, hits mostly inhibitors; HEK293 GLP-1R CRE-luciferase, luminescence, 24 h; GLP-1R form is constitutively active; P43220; hit rate 1.6% among 410,000; note: potency is the fitted concentration of half-maximal effect; % is set by controls: 0 for no effect and ±100 for the full control effect; nearly all actives have a fitted effect of over 55% in size
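Cells are plated, allowed 12 hours at 37 deg C, then treated with compounds for 24 hr before luciferase detection reagent is added and luminescence is read after 12 min at room temperature. The HEK293 line carries constitutively active GLP-1R with a cAMP-responsive reporter.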
aSyn yeast inh: rescues yeast growth from alpha-synuclein toxicity; hit rate 0.14% among 370,000; AID 652106; Yeast expressing alpha-synuclein, growth rescue, BacTiter-Glo, 24 h; Potency, µM (top dose mostly 46.1 µM), for inactives: at the top dose growth rescue (activation), hits mostly activators; note: potency is the fitted concentration of half-maximal effect; % of control where 0% means no effect; nearly all actives have a fitted effect of over 65% in size
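Rescue of yeast growth: cells expressing toxic alpha-synuclein, induced in galactose at OD600 0.02, incubated with compound 24 h at 30 C. ATP luminescence quantified growth; inhibitors of toxicity appear as activators.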
* = called active by the depositor; i = inactive; ? = inconclusive; . = not tested or not shown; [ ] = remark or other dose. Unless noted, calls come from the whole dose curve; as a rule, active = well fitted curve in the direction sought with a large enough effect; inconclusive = small, poorly fitted or top-dose-only effect, or another doubt; inactive = no such curve, though single readings can be large; an effect the other way counts as inactive or inconclusive. A portion of the library (hit frequency here may not be typical).

canonical_smiles	D3 antag	GLP-1R agonist	TDP-43 yeast inh	FUS suppressor	aSyn yeast inh	GLP1R inv ag	PTHR1 ag	Abeta rescue	Akt phos inh
CCOC(=O)c1ccc(NC(=O)CSc2nccn2-c2ccc(OCC)cc2)cc1	.	1%	25%	17%	.	-23%	-52%	-4%	.
N=c1ccn(Cc2c(Cl)cccc2Cl)cc1	1	8%	-11%	1%	-7%	-28%	-21%	4%	i
CCN(CC)c1ccc(C(=O)NN)cc1	10	8%	16%[9.22 µM]	23%	4%	-9%	i	2%	i
O=C(NCc1ccccc1F)c1cccc(S(=O)(=O)NCc2ccccc2)c1	-15	-4%	12%	.	-3%	?	-1%	4%	i
COCCNC(=O)C1CCCN(C(=O)c2cc(C(C)(C)C)nn2C)CC1 (configuration not stated)	5	-4%	1%	-21%	0%	3%	i	-14%	i
CCC(C)(C)C1CCc2c(sc(NC(=O)c3cccs3)c2C(N)=O)C1 (configuration not stated)	-1	-6%	-11%	-16%	1%	7%	-29%	-7%	i
COc1ccc(C[C@H]2CN3C(=NC[C@@H]3C(C)C)N2C[C@H](C)NC(=O)c2ccc(C)c(Br)c2)cc1	-76*	-1%	18%	17%	5%	?	12%	0%	i
FC(F)Sc1ccc(NC2=NCCCCC2)cc1	-3	6%	6%	-16%	-11%	-14%	i	-15%	i
Cc1c(Cl)cccc1NC(=O)CSc1nnc(CCNC(=O)OC(C)(C)C)o1	22	-10%	8%	39%	3%	0%	-78%[inhibitor][57.5 µM]	14%	i
CC(C(=O)Nc1ccc2c(c1)OCCO2)N(C)Cc1c(F)cccc1Cl (configuration not stated)	13	22%	0%	4%	0%	?	-50%[inhibitor]	2%	i
COc1ccc(-n2c(=O)c3ccc(C(=O)NCc4ccc(C)cc4)cc3n(Cc3cccc(Cl)c3)c2=O)cc1	.	-2%	18%	-11%	-1%	7%	i	-4%	.
O=C(Nc1ccc(C(=O)OCc2cc(=O)n3nc(C4CC4)sc3n2)cc1)c1ccccc1	.	.	9%	-11%	.	-4%	-32%[inhibitor]	2%	.
N#Cc1c(-n2cccc2C=O)sc2c1CCCC2	3	10%	-13%	19%	-10%	?	-15%	-6%	i
C=CCn1c(CCC(=O)Nc2ccc(C)c(Cl)c2)nnc1SCC(=O)Nc1ccccc1C	-7	-5%	-24%	24%	11%	0%	i	2%	i
Cc1ccccc1CC1(CO)CCCN(C(=O)c2ccc(F)cc2)C1 (configuration not stated)	2	11%	?	1%	1%	?	-20%	?	i
Cc1ccc(NS(=O)(=O)c2ccc3c(c2)oc(=O)n3C)c(C)c1	4	20%	-9%	13%	12%	15%	-10%	4%	i
CCOC(=O)c1sc2nc(CSc3nc4ccccc4n3CC)[nH]c(=O)c2c1C	12	-9%	12%	-23%	4%	2%	i	16%	i
CCOC(=O)Cc1c(C)nc(Cc2ccc(OC(C)C)cc2)[nH]c1=O	9	-1%	6%	15%	0%	-2%[7.66 µM]	-14%	-1%	i
O=C(COC(=O)c1ccco1)Nc1nc2ccc([N+](=O)[O-])cc2s1	-10	0%	7%	-10%	-3%	16%	-5%	-2%	i
Cc1ccc2nsnc2c1S(=O)(=O)N1CCCC1	0	-1%	?	-24%	4%	10%	-19%[57.5 µM]	14%	i

Continued:
canonical_smiles	D3 antag	GLP-1R agonist	TDP-43 yeast inh	FUS suppressor	aSyn yeast inh	GLP1R inv ag	PTHR1 ag	Abeta rescue	Akt phos inh
O=C(/C=C/c1ccccc1)Nc1cccc(C(=O)O)c1	30	-11%	0%	-28%	-8%	?	-41%[inhibitor]	-9%	i
CCc1ccccc1NC(=O)CCCN1C(=O)COc2ccc(C)cc21	.	.	?	13%	.	-16%	i	9%	.
Cc1ccc(C)c(NC(=O)CSc2nnc(CNC(=O)c3cccs3)o2)c1	25	-2%	24%	0%	5%	15%	i	-6%	i
COc1cccc(Cn2c(CNS(=O)(=O)c3ccc(F)c(Cl)c3)nc3cccnc32)c1	.	.	-12%	23%	.	?	-67%[inhibitor]	-11%	.
CCOC(=O)c1[nH]c2c(c1-c1ccccc1)C(=O)CC(c1ccc(OCC)cc1)C2 (configuration not stated)	-18	-3%	21%	3%	-4%	-29%	22%	-4%	i
CC(=O)Nc1nc(SCC(=O)NCc2ccc(F)cc2)[nH]c(=O)c1NC(=O)c1cccs1	-22	-3%	-14%	5%	-7%	-16%	i	-10%	i
Cc1ccc(S(=O)(=O)N2CCCC(C(=O)NNCC(=O)Nc3cc(F)ccc3F)C2)cc1 (configuration not stated)	7	7%	14%	29%	-2%	?	-5%	-5%	i
CCOC(=O)C1CCN(C(=O)c2ccc(S(=O)(=O)Nc3ccccc3OC)cc2)CC1	7	0%	4%	15%	7%	14%	-33%[inhibitor]	4%	i
COc1cccc(COC(=O)C2CCN(S(=O)(=O)c3ccc(C)cc3)CC2)c1OC	-7	4%	24%	25%	2%	-21%	-13%	-8%	i
CCOc1ccc2ccccc2c1/C=N/NC(=O)CNC(=O)c1ccccc1O	3	8%	0%	0%	6%	?	i	7%	i
O=C(Nc1ccc(Oc2ccccc2)cc1)c1csc([C@@H]2C[C@H](O)[C@@H](CO)O2)n1	2	2%	4%	-2%	-3%	-13%	-78%[inhibitor]	-11%	i
Cc1ccc(NC(=O)Nc2ccc3c(c2)CCC3)c(C)c1	-2	3%	1%	5%	-1%	6%	i	2%	i
N=c1c(C(=O)NCC2CCCO2)cc2c(=O)n3ccccc3nc2n1Cc1ccccc1Cl (configuration not stated)	-22	12%	-17%	18%	-1%	-4%	-7%	-16%	i
COc1ccc(NC(=O)c2ccc(C#CC(C)(C)O)cc2)cc1	-2	13%	12%	-7%	-1%	-9%	-8%	9%	i
COC(=O)C1=C(c2ccccc2)c2ccccc2S(=O)(=O)N1CC(=O)Nc1ccc(F)c(F)c1	.	-6%	0%	45%	.	?	-18%	20%	.
COc1cc(OC)c(NC(C)C(=O)N2CCCC2)cc1Cl (configuration not stated)	0	-4%	-30%[inhibitor]	18%	4%	8%	?	-4%	i
CC(=O)OCc1c(C(F)(F)F)nn(C)c1Oc1cccc(C(F)(F)F)c1	24	-1%	-3%	-3%	.	3%	-3%	-1%	.
CC(=O)NC(CC(C)C)C(=O)O (configuration not stated)	5	3%	4%	-26%	1%	9%	-4%	-4%	i
CC(=O)c1ccc(-n2nnnc2SCC(=O)N2CCN(C(=O)c3ccco3)CC2)cc1	2	-4%	-4%	22%	-2%	0%	-4%[57.5 µM]	0%	i
O=C(Nc1ccccc1C(=O)O)c1ccc(CN2C(=O)c3ccccc3C2=O)cc1	61	-2%	.	27%	1%	7%	-27%	-11%	i

The list continues:
canonical_smiles	D3 antag	GLP-1R agonist	TDP-43 yeast inh	FUS suppressor	aSyn yeast inh	GLP1R inv ag	PTHR1 ag	Abeta rescue	Akt phos inh
CSCCC(NS(=O)(=O)c1cccs1)C(=O)Nc1ccc(C)c(Cl)c1 (configuration not stated)	.	.	25%	-32%	.	-24%	i	1%	.
O=C(Nc1cccc(F)c1)C1CCN(S(=O)(=O)c2cccc3nsnc23)CC1	.	.	6%	24%	.	2%	-53%[inhibitor]	-8%	.
COc1ccccc1N1N=C(c2cccs2)CC1c1ccccc1 (configuration not stated)	-14	-1%	-25%	.	-1%	?	i	19%	i
Cc1ccc(OCC(=O)Sc2ccc(C)cc2)cc1	43	-5%	2%	-2%	1%	?	i	-19%	i
Cc1ccc(Cn2c(C(C)Nc3nc(-c4ccc(F)cc4)cs3)nc3cc(C(F)(F)F)ccc32)cc1 (configuration not stated)	-1	0%	-13%	25%	19%	10µM*	-8%	1%	i
CN(NC1OC(=O)c2ccccc21)c1c([N+](=O)[O-])cc(C(F)(F)F)cc1[N+](=O)[O-] (configuration not stated)	-20	-1%	15%	-15%	4%	9%	i	-4%	i
COCCCNC(=O)CC1C[C@H](C(=O)N2CCOCC2)[C@@]2(C)c3[nH]c4ccc(OC)cc4c3CCN2C1=O (some centres not stated)	7	8%	-4%	-13%	-6%	4%	-19%	-6%	i
CCOc1ccc(NC(=O)C2CC(=O)N(c3ccc(C(C)C)cc3)C2)cc1 (configuration not stated)	.	-2%	14%	-13%	-3%	5%	i	-16%	.
CC(C)(C)c1ccc(C(=O)Nc2ccc(S(=O)(=O)Nc3cnc4ccccc4n3)cc2)cc1	-7	3%	-10%	10%	0%	?	-28%	-7%	i
COc1cc(/C=N/N2CCN(C3c4ccccc4-c4ccccc43)CC2)cc(OC)c1OC	9	1%	11%	-20%	-2%	0%	i	21%	i
Nc1cccc(NC(=O)c2ccco2)c1	-20	0%	3%	-7%	-5%	29%	i	3%	i
COc1ccccc1NC(=S)NC(=O)c1ccc(Cn2cc(Br)cn2)cc1	-13	6%	-21%	?	-2%	2%	-2%	-9%	i
CCCSc1ncnc2[nH]ncc12	2	21%	20%	-11%	5%	86%[activator]	i	-7%	i
Cc1ccc2c(C)c(C(=O)Nc3ccc(S(N)(=O)=O)cc3)oc2c1C	-1	2%	0%	24%	-8%	3%	-1%	3%	i
CC1(C(=O)NCc2ccc3c(c2)OCO3)CCN1C(=O)Cc1cccs1 (configuration not stated)	28	0%	16%	-22%	1%	13%	i	-9%	i
CCOc1ccccc1N1CCN(C(=O)c2ccccc2OCc2c(C)noc2C)CC1	-3	0%	-20%	18%	-24%	-8%	-11%	-29%	i
O=C(NC1CCCC1)C(c1ccc(Cl)cc1)N1CCOCC1 (configuration not stated)	9	18%	17%	-16%	0%	-5%	-2%	23%	i
CCOC(=O)c1c(NC(=O)COC(=O)c2ccc(O)cc2)sc(C(=O)N(C)C)c1C	21	-6%	1%	8%	7%	13%	-19%	7%	i
